Bioassay records: PubChem BioAssay, National Center for Advancing Translational Sciences (NCATS)
HEK293 tox = qHTS of GLP-1 Receptor Inverse Agonists: Cytotox Screen; Potency, µM (highest dose often 38.3 µM), without a hit: at the highest dose activity change, negative = inhibition, actives largely listed as inhibitors; HEK293 cAMP-luciferase reporter cells, luminescence, 24 h; AID 624418, 2012; 0.13% of 410,000 active;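 note: loss of luciferase light is scored as toxicity; % is set by controls: 0 for no effect and ±100 for the full control effect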
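Quantitative HTS format, 1536 wells, 200 cells/uL seeded. Compounds: 23 nL, 24 h, 37 °C. Detection: luciferase reagent, luminescence at 12 min RT; decreased signal taken as cytotoxic.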
KB-V1 cytotox = qHTS assay for MDR1-selective chemotherapeutics: Primary screen using the drug-selected MDR subline cells KB-V1 | 3.4% of 400,000 active | Potency, µM (titrated, usually from 46.1 µM), for the others: at the highest dose activity change, negative = cytotoxicity, most hits filed as cytotoxic | AID 1347076, 2019 | KB-V1 MDR cells viability, CellTiter-Glo, 72 h; note: % is set by controls: 0 for no effect and ±100 for the full control effect; nearly all actives have a fitted effect of over 60% in size
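qHTS viability screen in drug-selected KB-V1 MDR cells: 72 h compound treatment at 37 degrees C, ATP luminescence end point.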
HT1080 IDH1KD tx = qHTS for induction of synthetic lethality in tumor cells producing 2HG: qHTS for the HT-1080-IDH1KD cell line; HT-1080 IDH1 knockdown viability, ATP luminescence, 48 h; Potency, µM (doses to about 46.1 µM), for inactives: at the highest dose activity, negative = toxicity, actives largely listed as cytotoxic; 2% of 360,000 active; AID 686971, 2013;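 note: 0% = DMSO wells and -100% = cell-free medium wells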
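IDH1KD HT-1080 cells, 750/well, RPMI + 5% FBS; compound pinned after 2 h settling; 48 h, 37 °C; CellTiter-Glo luminescence; % activity normalised to DMSO and no-cell wells; curves fitted, classed by r2 and efficacy.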
HT1080-NT tox = qHTS for induction of synthetic lethality in tumor cells producing 2HG: qHTS for the HT-1080-NT fibrosarcoma cell line. Potency, µM (series often up to 46.1 µM), without a hit: at the highest dose activity, negative = less viability, actives largely listed as cytotoxic. HT-1080-NT fibrosarcoma viability, CellTiter-Glo ATP luminescence, 48 h. 1.6% of 360,000 active;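 note: NT is the 2HG producing partner of a matched IDH1 knockdown line; 0% = DMSO-treated cells and -100% = media-only wells without cells; nearly all actives have a fitted effect of over 55% in size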
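HT-1080-NT; 750 cells/well; 5% FBS RPMI; 48 h compound, 37 degrees C; CellTiter-Glo luminescence; curve fitting and curve-class assignment.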
KB-3-1 tox = qHTS assay for MDR1-selective chemotherapeutics: Primary screen using the parental adenocarcinoma cell KB-3-1 | KB-3-1 viability, CellTiter-Glo ATP luminescence, 72 h | Potency, µM (titrated, usually from 46.1 µM), inactives show top-dose activity change, negative = cytotoxic, hits mostly cytotoxic | 1.4% of 400,000 active | AID 1347075, 2019; note: % is set by controls: 0 for no effect and ±100 for the full control effect; nearly all actives have a fitted effect of over 60% in size
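Parental KB-3-1 adenocarcinoma cells in phenol-red-free DMEM with 10% FBS were pin-treated with compounds at several concentrations, incubated 72 h at 37 °C, and viability read by CellTiter-Glo luminescence; concentration-effect curves were fitted after normalization.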
SW480 rerep = A quantitative high throughput screen for small molecules that induce DNA re-replication in SW480 colon adenocarcinoma cells; Potency, µM (series often up to 46.1 µM), without a hit: top-dose re-replication activation, actives largely listed as activators; SW480 DNA re-replication, Hoechst DNA content imaging, 48 h; 1.8% of 340,000 active; note: % of control where 0% means no effect; nearly all actives have a fitted effect of over 55% in size
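Per well, 250 cells were exposed to pinned compound for 48 hr. Nuclear DNA was visualised with Hoechst (40 min, 37 C) and total object intensity recorded by fluorescence scanning.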
TDP-43 yeast inh = qHTS of TDP-43 Inhibitors; TDP-43 expressing yeast growth rescue, BacTiter-Glo, 24 h; Potency, µM (top dose mostly 46.1 µM), for the others: at the highest dose growth rescue (activation), hits mostly activators; 1.8% of 410,000 active; note: % of control where 0% means no effect; nearly all actives have a fitted effect of over 50% in size
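Yeast cells expressing TDP-43 under galactose induction are exposed to compounds for 24 hr at 30 deg C. BacTiter-Glo luminescence measures growth, so protective compounds score as activators.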
GLP1R inv ag = qHTS of GLP-1 Receptor Inverse Agonists (Inhibition Mode); Glucagon-like peptide 1 receptor (Homo sapiens), P43220; HEK293 GLP-1R CRE-luciferase, luminescence, 24 h; GLP-1R form is constitutively active; Potency, µM (series often up to 38.3 µM), without a hit: at the highest dose activity change, negative = inhibition, usual class: inhibitors; 1.6% of 410,000 active; AID 624417, 2012; note: % is set by controls: 0 for no effect and ±100 for the full control effect; nearly all actives have a fitted effect of over 55% in size
Target sequence (P43220 whole entry, looked up): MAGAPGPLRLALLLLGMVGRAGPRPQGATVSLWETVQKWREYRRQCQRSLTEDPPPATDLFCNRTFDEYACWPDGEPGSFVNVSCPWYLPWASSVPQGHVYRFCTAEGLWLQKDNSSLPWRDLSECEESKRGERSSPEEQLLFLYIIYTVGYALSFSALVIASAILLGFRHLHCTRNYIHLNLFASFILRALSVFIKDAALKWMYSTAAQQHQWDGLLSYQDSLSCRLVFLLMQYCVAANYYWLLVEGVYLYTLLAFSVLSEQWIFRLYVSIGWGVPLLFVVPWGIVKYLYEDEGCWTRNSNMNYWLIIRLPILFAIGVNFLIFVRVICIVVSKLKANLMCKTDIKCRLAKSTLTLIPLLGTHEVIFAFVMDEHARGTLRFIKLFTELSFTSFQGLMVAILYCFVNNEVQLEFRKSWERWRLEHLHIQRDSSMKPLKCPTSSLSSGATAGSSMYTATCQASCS
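Seeding at 200 cells/uL, 12 h culture, 24 hr compound treatment, then luciferase reagent and a luminescence read; cells are HEK293 stably expressing a constitutively active GLP-1R plus cAMP-responsive luciferase.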
GLP-1R agonist = qHTS of GLP-1 Receptor Agonists | 0.007% of 380,000 active | HEK293 GLP-1R CRE-luciferase, luminescence, 4-6 h; cells express a hypersensitive GLP-1R form | Potency, µM (highest dose often 45.6 µM), for the others: at the highest dose activation, hits mostly activators; note: % of control where 0% means no effect
An asterisk follows results filed as active; [ ] = another dose, or the depositor's remark. Calls come from the whole dose curve; as a rule, active = well fitted curve in the direction sought with a large enough effect; inconclusive = small, poorly fitted or top-dose-only effect, or another doubt; inactive = no such curve, though single readings can be large; an effect the other way counts as inactive or inconclusive. Potency is the fitted concentration of half-maximal effect.

Screening COc1ccccc1CNC(=O)COC(=O)c1nc(Cl)ccc1Cl returned HEK293 tox 5%, KB-V1 cytotox -10%, HT1080 IDH1KD tx -1%, HT1080-NT tox 1%, KB-3-1 tox 8%, SW480 rerep -4%, TDP-43 yeast inh 14%, GLP1R inv ag -5% and GLP-1R agonist -6%.
Screening Cn1c(SCC(=O)Nc2ccc(N3CCOCC3)cc2)nnc1-c1ccccc1F returned HEK293 tox -8%, KB-V1 cytotox -23%, HT1080 IDH1KD tx 0%, HT1080-NT tox 1%, KB-3-1 tox 22%, SW480 rerep 2%, TDP-43 yeast inh -20%, GLP1R inv ag 39%[activator] and GLP-1R agonist 4%.
`CN(C)/C=C/C(=O)c1nnn(C2CCCCC2)c1NC1CCCCC1` gave HEK293 tox inconclusive, KB-V1 cytotox -29%, HT1080 IDH1KD tx inconclusive, HT1080-NT tox inconclusive, KB-3-1 tox -6%, SW480 rerep -4%, TDP-43 yeast inh -8%, GLP1R inv ag inconclusive and GLP-1R agonist 16%.
`CCOc1ccc2nc(N(CCN(C)C)C(=O)/C=C/c3cccs3)sc2c1` gave HEK293 tox 0%, KB-V1 cytotox -25%, HT1080 IDH1KD tx -5%, HT1080-NT tox -7%, KB-3-1 tox inconclusive, SW480 rerep 0%, TDP-43 yeast inh -9%, GLP1R inv ag inconclusive and GLP-1R agonist -2%.
COc1ccccc1C(=O)NCCC(=O)NCC(C)(C)N1CCOCC1 was read as HEK293 tox 10%, KB-V1 cytotox 0%, HT1080 IDH1KD tx -1%, HT1080-NT tox -17%, KB-3-1 tox 0%, SW480 rerep -32%[inhibitor], TDP-43 yeast inh -15%, GLP1R inv ag 10% and GLP-1R agonist 7%.
Screening CC(C)(C)NC(=O)CSc1nnc(-c2c[nH]c3ccccc23)o1 returned HEK293 tox -12%, KB-V1 cytotox 5%, HT1080 IDH1KD tx 12%, HT1080-NT tox 9%, KB-3-1 tox 14%, SW480 rerep -47%[inhibitor], TDP-43 yeast inh 14%, GLP1R inv ag 23% and GLP-1R agonist 3%.
`CC(C)C1Cc2[nH]c(=O)c(C(=O)O)cc2CO1` (stereo not given) gave HEK293 tox -21%, KB-V1 cytotox -1%, HT1080 IDH1KD tx 7%, HT1080-NT tox 21%, KB-3-1 tox -10%, SW480 rerep 0%, TDP-43 yeast inh -4%, GLP1R inv ag 2% and GLP-1R agonist -11%.
Screening C=CCNC(=O)c1ccc2nc(Cc3ccc(OC)cc3)oc2c1 returned HEK293 tox 12%, KB-V1 cytotox -3%, HT1080 IDH1KD tx -13%, HT1080-NT tox -15%, KB-3-1 tox 1%, SW480 rerep 8%[1.84 µM], GLP1R inv ag 31% and GLP-1R agonist 6%.
Screening CCCCCC(=O)N1C[C@@H](n2cc(COC(=O)c3ccccc3)nn2)[C@H](O)C[C@@H]1c1ccc(Cl)cc1 returned HEK293 tox -7%, KB-V1 cytotox inconclusive, HT1080 IDH1KD tx -7%, HT1080-NT tox -10%, KB-3-1 tox 4%, TDP-43 yeast inh 2%, GLP1R inv ag inconclusive and GLP-1R agonist 5%.
Screening O=C(O)c1ccc(N2CCOCC2)c(N2C(=O)C3C4C=CC(C4)C3C2=O)c1 (stereo not given) returned HEK293 tox 3%, KB-V1 cytotox 9%, HT1080 IDH1KD tx 24%, HT1080-NT tox 7%, KB-3-1 tox -2%, SW480 rerep -4%, TDP-43 yeast inh -3%, GLP1R inv ag 1% and GLP-1R agonist 4%.
`O=C1c2ccsc2SCCN1Cc1c(Cl)cccc1Cl` gave HEK293 tox -11%, KB-V1 cytotox 0%, HT1080 IDH1KD tx -5%, HT1080-NT tox -4%, KB-3-1 tox -16%, SW480 rerep 1%, TDP-43 yeast inh 18%, GLP1R inv ag 2.5µM* and GLP-1R agonist -24%.
For COC(=O)c1ccc(/C=C2\SC(=S)N(CCCC(=O)NCCCN3CCOCC3)C2=O)cc1 the results were HEK293 tox 8.9µM*, KB-V1 cytotox 6%, HT1080 IDH1KD tx inconclusive, HT1080-NT tox inconclusive, KB-3-1 tox -4%, SW480 rerep 21%, TDP-43 yeast inh -43%[inhibitor], GLP1R inv ag -16% and GLP-1R agonist -5%.
CC(=NNC(=S)N1CCC1)c1ccccn1 was read as HEK293 tox -22%, KB-V1 cytotox inconclusive, HT1080 IDH1KD tx inconclusive, HT1080-NT tox -24%, KB-3-1 tox inconclusive, SW480 rerep 19%, TDP-43 yeast inh -84%[inhibitor], GLP1R inv ag -83% and GLP-1R agonist -5%.
For CCC(CC)c1nnc(NC(=O)CCN2C(=O)c3ccccc3C2=O)s1 the results were HEK293 tox -22%, KB-V1 cytotox inconclusive, HT1080 IDH1KD tx 11%, HT1080-NT tox 12%, KB-3-1 tox 3%, SW480 rerep -1%, TDP-43 yeast inh 21%, GLP1R inv ag 12% and GLP-1R agonist 4%.
`O=C(NC1CCCC1)c1cc2ccccc2o1` gave HEK293 tox 4%, KB-V1 cytotox 14%, HT1080 IDH1KD tx inconclusive, HT1080-NT tox 27%, KB-3-1 tox 0%, SW480 rerep -6%, TDP-43 yeast inh 24%, GLP1R inv ag 10% and GLP-1R agonist -4%.
`CCOc1ccc(CCNC(=O)c2cc3c(=O)n(C)c4ccccc4c3s2)cc1OCC` gave HEK293 tox 3%, KB-V1 cytotox 0%, KB-3-1 tox 1%, TDP-43 yeast inh 3% and GLP1R inv ag 3%.
Cn1c(=O)c2c(-c3ccccc3)n(-c3ccccc3F)cc2n(C)c1=O was read as HEK293 tox 0%, KB-V1 cytotox -13%, HT1080 IDH1KD tx 12%, HT1080-NT tox 24%, KB-3-1 tox -3%, TDP-43 yeast inh 17%, GLP1R inv ag 17% and GLP-1R agonist 13%.
`COc1ccc(CCNC(=O)c2cc(COc3c(F)cccc3F)on2)c(OC)c1` gave HEK293 tox 2%, KB-V1 cytotox 2%, HT1080 IDH1KD tx 5%, HT1080-NT tox 2%, KB-3-1 tox -10%, SW480 rerep 2%, TDP-43 yeast inh inconclusive, GLP1R inv ag inconclusive and GLP-1R agonist 11%.
CC1(C)COC2(OC1)C(=O)N(CN1CCOCC1)c1ccccc12 was read as HEK293 tox 3%, KB-V1 cytotox inconclusive, HT1080 IDH1KD tx 15%, HT1080-NT tox 8%, KB-3-1 tox -8%, SW480 rerep -9%, TDP-43 yeast inh inconclusive, GLP1R inv ag -8% and GLP-1R agonist -4%.
For O=C(O)CC1S/C(=N/N=C/c2ccc(-c3ccc(Cl)c([N+](=O)[O-])c3)o2)NC1=O (stereo not given) the results were HEK293 tox 0%, KB-V1 cytotox 2%, HT1080 IDH1KD tx 5%, HT1080-NT tox 8%, KB-3-1 tox 0%, SW480 rerep inconclusive, TDP-43 yeast inh -12%, GLP1R inv ag 10% and GLP-1R agonist 0%.
`O=C(COC(=O)c1cccs1)Nc1ccccc1[N+](=O)[O-]` gave HEK293 tox 20%, KB-V1 cytotox 17%, HT1080 IDH1KD tx 9%, HT1080-NT tox -10%, KB-3-1 tox -1%, SW480 rerep -29%, TDP-43 yeast inh 5%, GLP1R inv ag 22% and GLP-1R agonist 12%.
Screening Cc1ccc(N(CC(=O)N2CCN(Cc3ccccc3)CC2)S(C)(=O)=O)cc1C returned HEK293 tox -5%, KB-V1 cytotox 4%, HT1080 IDH1KD tx -2%, HT1080-NT tox -3%, KB-3-1 tox -1%, SW480 rerep -8%, TDP-43 yeast inh 10%, GLP1R inv ag -16% and GLP-1R agonist 3%.
Screening CCOC(=O)N1CCC(NC(=O)C(C)n2c3ccccc3c3cnn(C)c(=O)c32)CC1 (stereo not given) returned HEK293 tox -17%, KB-V1 cytotox -8%, HT1080 IDH1KD tx 3%, HT1080-NT tox 4%, KB-3-1 tox 3%, SW480 rerep 2%, TDP-43 yeast inh 13%, GLP1R inv ag 11% and GLP-1R agonist 3%.
For Cc1ccc(S(=O)(=O)NC(C(=O)OCC(=O)NC(=O)c2cccn2C)C(C)C)cc1 (stereo not given) the results were HEK293 tox 16%, KB-V1 cytotox 1%, HT1080 IDH1KD tx -7%, HT1080-NT tox -6%, KB-3-1 tox 0%, SW480 rerep -1%, TDP-43 yeast inh -2%, GLP1R inv ag -15% and GLP-1R agonist -2%.
Screening CCC(=O)c1cc(F)ccc1OCC(=O)Nc1ccc2c(c1)OCCO2 returned HEK293 tox 19%, KB-V1 cytotox 9%, HT1080 IDH1KD tx -3%, HT1080-NT tox -4%[9.24 µM], KB-3-1 tox 24%, SW480 rerep -7%, TDP-43 yeast inh 13%, GLP1R inv ag 37%[activator] and GLP-1R agonist 12%.
`CN(C)CCNc1c2c(c(C#N)c3nc4ccccc4n13)CCCC2` gave HEK293 tox 78%[activator], KB-V1 cytotox -22%, HT1080 IDH1KD tx -2%, HT1080-NT tox -1%, KB-3-1 tox 6%, SW480 rerep inconclusive, TDP-43 yeast inh -15%, GLP1R inv ag 1% and GLP-1R agonist -22%.
CN(C)c1ccc(/C=C/C(=O)c2c(O)c3ccccc3oc2=O)cc1 was read as HEK293 tox 240%[activator], KB-V1 cytotox 7%, HT1080 IDH1KD tx 0%, HT1080-NT tox -10%, KB-3-1 tox -3%, SW480 rerep inconclusive, TDP-43 yeast inh -46%[inhibitor], GLP1R inv ag 29% and GLP-1R agonist 8%.

No enrichment for hits, and some 9.4% of all compounds hit somewhere here.
